D1 antagonist = antagonists of human D1 dopamine receptor; actives 3.2% (n = 360,000); activity change, negative = inhibition, % at 10 µM; HEK293 TREx D1 cells, calcium flux, dopamine EC80; hits give low values; P21728; AID 504652; in the data active = activity change below about -30%; also: % is scaled to controls: 0 for no effect and ±100 for the full control effect
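Allosteric or orthosteric antagonism assessed as attenuation of the calcium response to EC80 dopamine, added 180 s after compound, in induced HEK293 Trex D1 cells loaded with no-wash calcium dye.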
TRHR enhancer = allosteric enhancers of human TRH receptor; enhancement, % at 2 µM; actives 0.66% (n = 360,000); TRHR cells, fluo-8 calcium fluorescence, EC20 TRH enhancement; P34981; in the data active = enhancement above about 30%; also: 0% is about no effect
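Enhancer read-out: after compound pinning and an initial kinetic agonist-mode read, an EC20 of TRH (10 nM final) was injected and fluo-8 calcium signal (Ex 480/Em 530) followed at 1 s/cycle for 100 cycles in TRHR-expressing cells.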
D2 PAM = D2 dopamine receptor (human) potentiation; actives 0.34% (n = 340,000); potentiation, % at 10 µM; P14416; AID 485347; HEK293 T-REx D2, calcium flux, EC20 dopamine potentiation;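 active = potentiation over 3 SD above the plate norm, cut at about 30% in these data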; also: 0% is about no effect
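Using a no-wash calcium dye in inducible, force-coupled HEK293 Trex cells expressing D2, we tracked fluorescence each second for 180 s after compound, then for 180 s after EC20 dopamine to detect augmented signalling.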
RXFP1 ag = agonists of human relaxin receptor RXFP1. Q9HBX9. HEK293T-RXFP1 cAMP TR-FRET, 30 min; response scale: percent of porcine relaxin response, buffer zero. Potency, µM (highest dose often 57.5 µM), for the others: top-dose activation, usual class: activators. actives 0.3% (n = 370,000). AID 2676; active = well fitted activation curve with a large enough effect; inconclusive = small, poorly fitted or top-dose-only effect; also: potency is read from the fitted curve at half-maximal effect; % is scaled to controls: 0 for no effect and ±100 for the full control effect; nearly all actives have a fitted effect of over 60% in size; many of its hits are not listed in these tables
Target sequence (Q9HBX9 whole entry, looked up): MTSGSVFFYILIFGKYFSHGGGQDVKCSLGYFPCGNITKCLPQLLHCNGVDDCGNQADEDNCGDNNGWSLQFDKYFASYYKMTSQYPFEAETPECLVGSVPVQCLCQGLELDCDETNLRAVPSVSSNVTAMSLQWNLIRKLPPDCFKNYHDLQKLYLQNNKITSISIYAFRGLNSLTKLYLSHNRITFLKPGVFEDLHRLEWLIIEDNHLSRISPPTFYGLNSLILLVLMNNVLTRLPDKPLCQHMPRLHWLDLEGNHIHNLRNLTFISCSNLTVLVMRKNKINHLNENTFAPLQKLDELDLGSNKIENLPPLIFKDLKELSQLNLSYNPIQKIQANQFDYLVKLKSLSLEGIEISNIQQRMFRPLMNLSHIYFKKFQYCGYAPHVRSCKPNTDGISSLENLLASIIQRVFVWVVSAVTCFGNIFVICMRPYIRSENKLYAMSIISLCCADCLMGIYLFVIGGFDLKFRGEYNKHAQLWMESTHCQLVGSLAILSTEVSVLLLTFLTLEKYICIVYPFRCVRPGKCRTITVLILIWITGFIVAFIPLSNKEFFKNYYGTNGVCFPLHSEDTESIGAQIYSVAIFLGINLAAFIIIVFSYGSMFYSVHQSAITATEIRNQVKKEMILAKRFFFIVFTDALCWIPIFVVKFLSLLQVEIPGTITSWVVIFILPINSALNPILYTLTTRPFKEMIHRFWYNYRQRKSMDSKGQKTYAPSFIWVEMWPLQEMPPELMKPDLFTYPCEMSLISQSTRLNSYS
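Agonist response is measured as cAMP accumulation in an RXFP1-transfected HEK293T line under PDE4 inhibition. Values are scaled between buffer-only and 29 nM porcine relaxin, and EC50s come from standard Hill equation fits.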
D1 potentiator = human D1 dopamine receptor positive modulation; potentiation, % at 10 µM; AID 504651; P21728; actives 0.036% (n = 360,000); HEK293 TREx D1 cells, calcium flux, dopamine EC20 potentiation; in the data active = potentiation above about 30%; also: 0% is about no effect
D2 antagonist = D2 dopamine receptor (human) antagonism; actives 2% (n = 340,000); AID 485344; HEK293 TREx D2 cells, calcium flux, dopamine EC80; P14416; inhibition, % at 10 µM; in the data active = inhibition above about 30%; also: 0% is about no effect
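Inhibition of EC80 dopamine-driven calcium flux, recorded kinetically, defines activity here; cells are a tetracycline-induced HEK293 T-REx line expressing force-coupled D2.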
RXFP1 antag = blocks the human relaxin receptor RXFP1 | Q9HBX9 | HEK293-RXFP1, relaxin-stimulated cAMP HTRF, 30 min; hits give low values | activity change, negative = inhibition, % at 57.5 µM | actives 0.59% (n = 350,000) | AID 1259400;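 active = activity change of -60% or lower, but not beyond a set lower limit; inconclusive = change between -60% and -40%, or beyond the set limit; inactive = change above -40%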; also: % is scaled to controls: 0 for no effect and ±100 for the full control effect
D2 ag = activates the human D2 dopamine receptor. activation, % at 2 µM. actives 0.53% (n = 340,000). HEK293 T-REx D2 cells, calcium flux agonist mode. P14416;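 active = activation over 3 SD above normal in the single-dose calcium agonist read, cut at about 30% in these data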; also: 0% is about no effect
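In this primary screen, compounds producing a positive calcium signal within 180 s of addition to tetracycline-induced, force-coupled HEK293 Trex D2 cells are flagged; cells are dye-loaded with a no-wash calcium kit beforehand.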
D1 agonist = activates the human D1 dopamine receptor. activation, % at 2 µM. P21728. actives 1% (n = 360,000). AID 504660. HEK293 T-REx D1 cells, calcium flux, agonist mode; in the data active = activation above about 30%; also: 0% is about no effect
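Agonism was scored from calcium flux recorded over 180 s (1 read/s) after pintool compound addition, following a 10-cycle baseline. Cells were inducible force-coupled HEK293 TREx D1, plated overnight at 30 C and loaded with no-wash calcium dye.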
* hit, by the source's call; u = inconclusive; x = no result given; & = joins results of further samples. An excerpt. The share of hits here may be higher or lower than overall.

Screens by letter – A = D1 antagonist; B = TRHR enhancer; C = D2 PAM; D = RXFP1 ag; E = D1 potentiator; F = D2 antagonist; G = RXFP1 antag; H = D2 ag; I = D1 agonist
COc1ccc(-n2c(=S)[nH]c3cc(C(=O)Nc4ccc(F)cc4)ccc3c2=O)c(OC)c1
  A: 4	B: 7	C: 5	D: 3.4%	E: -6	F: 2	G: u	H: 0.5	I: 2
COc1ccc(CCN=C(C)C2=C(O)C(c3ccccc3)OC2=O)cc1OC (stereo not drawn)
  A: 13	B: -5	C: -6	D: 2.9%	E: -5	F: 10	G: -13	H: -0.2	I: 5
COC(=O)c1ccc(COc2cccc(C)c2C)cc1
  A: 4	B: 5	C: -3	D: 1.3%	E: 0	F: 12	G: -3	H: -0.3	I: 5
CCOC(=O)N1CCN(C(=O)CSCc2ccccc2Cl)CC1
  A: 16	B: -9	C: 13	D: 2.4%	E: 1	F: -3	G: 0	H: -7.0	I: 9
COc1cc2cc(CN(Cc3cccnc3)C(=O)Nc3ccccc3)c(=O)[nH]c2cc1OC
  A: 27	B: 17	C: -2	D: -0.5%	E: 2	F: -27	G: 6	H: -0.1	I: 0
O=C(NC1CC1)C1CCN(C2CCN(C(=O)c3c(F)cccc3Cl)CC2)CC1
  A: -18	B: 4	C: -3	D: 5.4%	E: -6	F: -4	G: -1	H: -0.5	I: 7
Cc1ccc(CNC(=O)CCCCn2c(=O)c3ccccc3n(Cc3c(C)cc(C)cc3C)c2=O)cc1
  A: 1	B: -3	C: -4	D: 1.0%	E: 1	F: x	G: x	H: 0.3	I: 0
COc1ccc(CNC(=O)CSc2nc3[nH]ncc3c(=O)n2-c2ccccc2Br)cc1
  A: 0	B: -22	C: -2	D: 0.7%	E: -3	F: 5	G: x	H: 0.3	I: 5
CCOc1ccc(C(=O)Nc2ccc(S(=O)(=O)Nc3nc(C)cc(C)n3)cc2)cc1OC
  A: -4	B: 2	C: 4	D: 5.4%	E: -3	F: x	G: -18	H: x	I: 4
CCCn1c2ccc(C)cc2c2nnc(SCCN3CCCCC3)nc21
  A: -2&-27	B: -4&18	C: -30&10	D: 1.1%&4.0%	E: 1&-7	F: -15	G: -27&-17	H: -0.4	I: 0&0
CN(c1ccccc1)S(=O)(=O)c1cccc(C(=O)NCCCN2CCCC2=O)c1
  A: -15	B: 2	C: 0	D: -0.1%	E: -2	F: 3	G: -3	H: -0.2	I: 2
Cc1ccc(CSc2nnc(-c3cccc(S(=O)(=O)N4CCOCC4)c3)n2CC(C)C)cc1
  A: -14	B: -13	C: 7	D: -0.4%	E: -2	F: -6	G: 1	H: 0.9	I: 9
Cc1cc(N2CCCCC2)nc2ccc(NC(=O)CCC(=O)N3CCN(c4ccccc4)CC3)cc12
  A: 5	B: 8	C: 5	D: 6.6%	E: 0	F: x	G: -15	H: 0.2	I: -1
O=C(Nc1ccccc1)c1cc2n(n1)C(C(F)(F)F)CC(C1CC1)N2 (stereo not drawn)
  A: 2	B: 7	C: 11	D: -1.9%	E: -3	F: 6	G: -2	H: 0.7	I: 0
CCn1c(=O)c(C(=O)Nc2cnccn2)c(O)c2ccccc21
  A: 11	B: 2	C: 2	D: 12%	E: 5	F: -4	G: x	H: -0.3	I: 4
O=C(CSCc1ccccc1)N1CCN(c2ccccc2)CC1
  A: -22	B: -3	C: -17	D: 0.0%	E: -1	F: 10	G: -10	H: -0.5	I: 9
COC(=O)c1c(C)[nH]c(C(=O)CSc2ncnc3sc(-c4ccccc4)cc23)c1C
  A: -6	B: 7	C: -1	D: -0.1%	E: 1	F: -14	G: x	H: -0.6	I: 8
O=C(NC1CCCCC1)C(c1cccnc1)N(CCc1ccccc1)C(=O)Cc1cccs1 (stereo not drawn)
  A: 7	B: -1	C: 0	D: 0.6%	E: 3	F: -1	G: 21	H: 1.5	I: 3
O=C(CCN1C(=O)/C(=C\c2ccccc2F)SC1=S)N1CCCCC1
  A: 4	B: 2	C: 8	D: 1.0%	E: 0	F: 3	G: -3	H: -0.3	I: 1
CCOc1ccc(C(=O)NC2CCN(C(=O)Nc3ccc(F)cc3)CC2)cc1
  A: -5	B: -3	C: -6	D: 0.0%	E: -4	F: -12	G: -1	H: -1.0	I: 2
Cc1ccccc1C(=O)Nc1cccc(C(=O)OCc2cc(=O)n3ccsc3n2)c1
  A: 5	B: -3	C: 2	D: 0.7%	E: 1	F: x	G: -2	H: 0.1	I: 0
O=S(=O)(C/C(=C/CO)S(=O)(=O)c1ccccc1)c1ccccc1
  A: 11	B: -2	C: 5	D: 0.9%	E: -2	F: -7	G: -23	H: 0.0	I: 3
Cc1cccc(C(=O)OCC(=O)NCc2cccs2)c1
  A: 3	B: -4	C: -4	D: 0.6%	E: 0	F: 5	G: -14	H: 0.5	I: 1
Cc1c(OCC(=O)NC2CC(C)(C)NC(C)(C)C2)ccc2c1oc(=O)c1ccccc12
  A: -7	B: 0	C: 3	D: -4.4%	E: -5	F: -1	G: -8	H: 2.3	I: 5
O=C(c1ccc(Cn2cc([N+](=O)[O-])cn2)o1)N1CCCCCC1
  A: -23	B: 25	C: -6	D: -0.2%	E: -6	F: 0	G: 5	H: -1.0	I: 6

Single records, from the list above. Screens in order: D1 antagonist | TRHR enhancer | D2 PAM | RXFP1 ag | D1 potentiator | D2 antagonist | RXFP1 antag | D2 ag | D1 agonist
O=S(=O)(C/C(=C/CO)S(=O)(=O)c1ccccc1)c1ccccc1 in the list: 11 | -2 | 5 | 0.9% | -2 | -7 | -23 | 0.0 | 3
Cc1c(OCC(=O)NC2CC(C)(C)NC(C)(C)C2)ccc2c1oc(=O)c1ccccc12 in the list: -7 | 0 | 3 | -4.4% | -5 | -1 | -8 | 2.3 | 5
CN(c1ccccc1)S(=O)(=O)c1cccc(C(=O)NCCCN2CCCC2=O)c1 in the list: -15 | 2 | 0 | -0.1% | -2 | 3 | -3 | -0.2 | 2

More records.
Screens by letter – A = D1 antagonist; B = TRHR enhancer; C = D2 PAM; D = RXFP1 ag; E = D1 potentiator; F = D2 antagonist; G = RXFP1 antag; H = D2 ag; I = D1 agonist
Cc1cc2oc(=O)c3c(c2cc1OC(=O)c1ccco1)CCCC3
  A: 16	B: -4	C: -9	D: 5.3%	E: -1	F: 2	G: 0	H: -0.2	I: 0
Cn1ccc(C(=O)NC(=S)N2CCSCC2)n1
  A: 3	B: 0	C: -2	D: -1.6%	E: -5	F: -13	G: 5	H: 0.8	I: 3
CCOc1cccc(C2c3c(oc4ccccc4c3=O)C(=O)N2c2ccccn2)c1 (stereo not drawn)
  A: 17	B: -2	C: 6	D: 4.8%	E: -7	F: 28	G: x	H: 0.4	I: -3
COc1ccc(/C=N/c2nc3ccccc3n2C)cc1OC
  A: -11	B: 17	C: -7	D: -3.2%	E: -7	F: 9	G: -8	H: -0.4	I: 4
CCOC(=O)c1ccc2c(c1)NC(=O)C(N1CCN(c3ccc(OC)cc3)CC1)S2 (stereo not drawn)
  A: 9	B: -1	C: 5	D: 1.7%	E: 1	F: -7	G: x	H: 3.6	I: 1
COc1cc2ccccc2cc1C(=O)Nc1sc2c(c1C(N)=O)CCN(C(C)C)C2
  A: -23	B: -3	C: 5	D: 2.4%	E: -2	F: -7	G: x	H: 2.4	I: 22
Cc1ccc2c(c1)C(N1CCCC1=O)CC(c1ccco1)N2 (stereo not drawn)
  A: -18	B: -1	C: -8	D: 1.0%	E: -6	F: 7	G: 5	H: -0.1	I: 2
COc1ccc(C2/C(=C(/O)c3ccccc3)C(=O)C(=O)N2c2ccccn2)cc1 (stereo not drawn)
  A: 6	B: 22	C: -2	D: 9.8%	E: 1	F: 9	G: 1	H: 0.8	I: 2
O=C(NNC(=S)Nc1ccccc1)c1ccc2ncccc2c1
  A: 5	B: -3	C: 12	D: -1.6%	E: -1	F: -9	G: -28	H: 0.2	I: 1
O=c1[nH]cnc2c1ncn2[C@@H]1O[C@H](CO)[C@@H](O)[C@H]1O
  A: 30	B: -3	C: -12	D: 2.2%	E: 3	F: -18	G: -4	H: 1.5	I: 3
CCOc1ccc(N(C(=O)c2snc(C(N)=O)c2N)C(C(=O)NCC2CCCO2)c2ccco2)cc1 (stereo not drawn)
  A: 3	B: 6	C: 3	D: -0.2%	E: -7	F: -3	G: -38	H: 0.4	I: 1
O=C(Cn1cnc2c(cnn2-c2ccccc2)c1=O)Nc1ccc(S(=O)(=O)N2CCOCC2)cc1
  A: -4	B: -4	C: 6	D: -1.6%	E: 1	F: 8	G: -2	H: 0.5	I: 4
COc1ccc(NC(=O)/C=C/c2cccc(F)c2)cn1
  A: -1	B: 3	C: -4	D: -1.2%	E: -6	F: 14	G: -8	H: 0.1	I: 6
COc1ccc(C(=O)CSc2nc3nc(C)cc(C)n3n2)cc1OC
  A: 0	B: 8	C: 9	D: 3.0%	E: -6	F: -27	G: 5	H: 0.2	I: 2
Cc1ccc2c(c1)N(C(=O)CCC(=O)NCc1cccnc1)CCO2
  A: 3	B: 11	C: 1	D: 1.8%	E: 2	F: 13	G: -1	H: -0.5	I: 0
CCCCn1c(SCC(=O)NC2CCCC2)nnc1-c1ccco1
  A: -3	B: 5	C: -7	D: -0.2%	E: -3	F: 1	G: 5	H: 0.1	I: 4
CCc1cccc(CC)c1NC(=O)c1c(C)oc2ccc(O)c(CN3CCCC3)c12
  A: -11	B: -2	C: -10	D: 0.9%	E: -2	F: x	G: -8	H: -0.9	I: -1
Cc1ccc(N2C(=O)CSC2c2c(F)cccc2Cl)cc1 (stereo not drawn)
  A: -9	B: -7	C: 0	D: 3.9%	E: -4	F: 16	G: -11	H: -0.9	I: 4
CC(C(=O)NCc1cccc(Cl)c1)N1C(=O)c2ccccc2C1=O (stereo not drawn)
  A: -9	B: -3	C: 0	D: 0.3%	E: -4	F: 2	G: -18	H: -1.2	I: -1
COCCCNC(=S)N/N=C/c1ccc(N(C)C)cc1
  A: 3	B: -4	C: 15	D: -3.3%	E: -4	F: 0	G: -6	H: -0.2	I: 0
COc1cc(/C=N\NC(=O)C2CC3C=CC2C3)ccc1O (stereo not drawn)
  A: -2	B: 18	C: 2	D: 4.3%	E: -3	F: -1	G: -1	H: 0.4	I: 3
COc1cccc(CNC(=O)c2ccccc2SCC(=O)N2CCCC2)c1
  A: -22	B: 13	C: 0	D: -0.4%	E: 7	F: -9	G: -5	H: 0.2	I: 2
CC(C)(C)S(=O)(=O)c1cnc(-c2ccccn2)nc1N
  A: -2	B: 11	C: -2	D: -0.3%	E: 5	F: -6	G: -5	H: 0.4	I: 2
Cc1ccccc1C(=O)N/N=C/c1cccc2ccccc12
  A: -89*	B: 4	C: -4	D: -1.7%	E: 5	F: -12	G: -7	H: 0.3	I: 0
O=S(=O)(c1ccccc1)c1nnn2c1nc(NC1CCCCCC1)c1sccc12
  A: -1	B: 2	C: 0	D: u	E: 3	F: x	G: -1	H: 0.4	I: 0
Cc1ccc(C)c2[nH]c(=O)c(CCNS(=O)(=O)c3ccccc3)cc12
  A: 7	B: 10	C: -5	D: 1.1%	E: 2	F: 22	G: x	H: 1.1	I: -2

High-throughput results deposited in PubChem BioAssay by National Center for Advancing Translational Sciences (NCATS).
